Compound activity from PubChem.
MrgX1 PAM – positive allosteric modulators of MrgX1, primary screen, HEK293 cells, Fluo-4 calcium flux; Mas-related G-protein coupled receptor member X1 (Homo sapiens), Q96LB2; FDSS; active compounds read high; B-score at 10 µM; 0.63% of 310,000 active;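 active = plate-corrected calcium response at least 3 library SD above typical, normal starting fluorescence, not activating the receptor alone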;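 also: compound read alongside a low EC10 to EC30 dose of BAM8-22 agonist; peak minus trough fluorescence over baseline measured at the second addition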
Target sequence (Q96LB2 whole entry, looked up): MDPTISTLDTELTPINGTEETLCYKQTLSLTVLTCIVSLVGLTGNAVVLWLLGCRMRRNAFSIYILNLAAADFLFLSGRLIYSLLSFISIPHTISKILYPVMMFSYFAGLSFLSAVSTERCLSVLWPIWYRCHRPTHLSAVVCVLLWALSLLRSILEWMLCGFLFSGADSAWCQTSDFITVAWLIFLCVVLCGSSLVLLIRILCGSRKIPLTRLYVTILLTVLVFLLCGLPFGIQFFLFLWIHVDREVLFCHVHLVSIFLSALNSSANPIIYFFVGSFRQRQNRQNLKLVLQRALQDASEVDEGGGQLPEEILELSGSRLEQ
MrgX1 ag – agonists of human MrgX1 receptor, primary screen, HEK293 cells, Fluo-4 calcium flux. Fluo-4 calcium fluorescence, agonist mode; active compounds read high. B-score at 10 µM. 0.44% of 310,000 active. AID 588627, 2011;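 active = calcium response B-score plate-corrected fluorescence ratio at least 3 library SD, with starting fluorescence B-score inside 5 SD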
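Test system: Stable human MrgX1 HEK293 cell line | Schedule: Overnight plating before 1 h dye loading | Read-out basis: Baseline-normalised fluorescence change ratio, B-scored | Detection: Kinetic calcium dye fluorescence, Fluo-4 NW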
TRPC6 act – mouse TRPC6 channel activators, primary screen, cell-based, HEK293, membrane potential dye. HEK293-TRPC6 membrane potential dye fluorescence; active compounds read high. B-score at 10 µM. 0.13% of 310,000 active;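 active = B-score of the integrated fluorescence ratio above library mean plus 3 SD, and starting fluorescence ratio within library mean plus 5 SD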;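 also: higher score means more depolarization so channel activation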
TRPC6 inhibitor – mouse TRPC6 channel inhibitors, primary screen, cell-based, HEK293, membrane potential dye | Short transient receptor potential channel 6 (Mus musculus), Q61143 | ACh-evoked depolarization; active compounds read low | B-score at 10 µM | 1.1% of 310,000 active | AID 2553, 2010;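 active = B-score under library mean minus 3 SD, initial fluorescence not abnormally high, positive integrated signal ratio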;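 also: B-score derived from integrated fluorescence ratio over the kinetic read; more negative B-score means stronger inhibition of depolarization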
ANO1 activ – TMEM16A chloride channel activators or potentiators, primary screen, cell-based, HTS | HEK293 TMEM16A/YFP-H148Q/I152L, iodide quench fluorescence; active compounds read low | B-score at 10 µM | AID 623877, 2012 | Anoctamin-1 (Mus musculus), Q8BHY3 | 0.3% of 340,000 active;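 active = fluorescence-ratio B-score plate-corrected deviation score at least 3 library SD below zero, with starting fluorescence score within 5 deviations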;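 also: channel opened by trigger with iodide after compound preincubation; score built on the fluorescence ratio of max minus min over baseline; more negative score means more quench and so TMEM16A activation or potentiation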
ANO1 block – TMEM16A chloride channel inhibitors, primary screen, cell-based, HTS; Anoctamin-1 (Mus musculus), Q8BHY3; HEK293 TMEM16A/YFP iodide influx fluorescence, ionomycin; normalized B-score (activity score, 25-100; higher = stronger inhibition) at 10 µM; 1.2% of 310,000 active;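 active = ratio plate-corrected score three or more library SD toward inhibition, starting fluorescence score within five deviations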;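 also: score derived from kinetic fluorescence span divided by baseline fluorescence per well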
HDAC3 inh – HDAC3 deacetylase inhibitors, primary screen, biochemical, fluorescence, cell-free homogeneous; inhibition, % at 8.3 µM; recombinant HDAC3, fluorogenic peptide/trypsin coupled; AID 2718, 2010; 0.15% of 320,000 active; Histone deacetylase 3 (Homo sapiens), O15379; in the data active = inhibition above about 26%, passing the limit was not always enough
Target sequence (O15379 whole entry, looked up): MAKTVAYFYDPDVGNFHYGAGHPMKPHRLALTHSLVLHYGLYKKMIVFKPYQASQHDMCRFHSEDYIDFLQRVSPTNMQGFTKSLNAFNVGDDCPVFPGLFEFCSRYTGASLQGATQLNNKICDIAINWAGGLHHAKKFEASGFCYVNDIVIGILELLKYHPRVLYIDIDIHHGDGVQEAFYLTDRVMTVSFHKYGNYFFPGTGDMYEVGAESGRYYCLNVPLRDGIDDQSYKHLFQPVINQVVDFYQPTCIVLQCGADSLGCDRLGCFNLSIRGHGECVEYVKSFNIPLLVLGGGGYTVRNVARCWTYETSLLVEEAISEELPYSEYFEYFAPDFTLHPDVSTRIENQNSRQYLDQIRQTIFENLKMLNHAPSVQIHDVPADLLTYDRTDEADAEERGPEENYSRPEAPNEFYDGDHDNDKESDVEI
RGS4 pot – RGS4 potentiators or activators, primary screen, cell-based, HEK293 M3R inducible RGS4, calcium flux. carbachol calcium flux Fluo4; active compounds read low. B-score at 10 µM. 0.92% of 310,000 active;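 active = B-score of the integrated calcium signal more than 4 SD below the library mean, with starting fluorescence not abnormally high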;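 also: negative B-score means reduced calcium response which marks RGS4 activation or potentiation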
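Detection: kinetic calcium fluorescence imaging with Fluo4-AM dye, 2 µM / Material: HEK293 cells with stable M3R and inducible RGS4 / Schedule: recording 10 s baseline at 1 Hz, 100 s post-agonist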
RGS4 inh – RGS4 inhibitors, primary screen, cell-based, HEK293 M3R inducible RGS4, calcium flux | Fluo-4 calcium flux; active compounds read high; triggered by carbachol at its EC20 | 0.45% of 310,000 active | Regulator of G-protein signaling 4 (Homo sapiens), P49798 | B-score at 10 µM;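 active = B-score, a plate-corrected calcium signal, over three deviations above library mean, with baseline fluorescence within five deviations of library mean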;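 also: RGS4 expression induced by doxycycline in cells with stable M3 receptor; B-score is computed from the integrated fluorescence ratio over baseline after carbachol; higher B-score means a larger calcium signal and so more RGS4 inhibition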
Target sequence (P49798 whole entry, looked up): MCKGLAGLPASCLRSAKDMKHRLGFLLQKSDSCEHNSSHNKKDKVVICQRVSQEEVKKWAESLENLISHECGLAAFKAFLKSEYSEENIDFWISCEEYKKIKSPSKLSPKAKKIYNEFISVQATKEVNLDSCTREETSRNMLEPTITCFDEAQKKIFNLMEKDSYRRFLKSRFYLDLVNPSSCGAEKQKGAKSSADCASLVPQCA
SKKanGAS inh – S. pyogenes SKKanGAS growth inhibitors in kanamycin, primary screen, streptokinase expression inhibitor project, SKKanGAS strain, BacTiter-Glo luminescence; inhibition, % at 7.5 µM; AID 1662, 2009; 1.3% of 300,000 active; 6 h;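 active = mean replicate score, as percent of positive control median, at least 50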;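 also: strain carries kanamycin resistance gene driven by streptokinase promoter and grows in 40 µg/ml kanamycin; loss of luminescence reflects streptokinase promoter inhibition or plain growth inhibition; 0% = median of DMSO wells and 100% = positive control at its reference dose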
MrgX1 antagonist – antagonists of human MrgX1 receptor, primary screen, HEK293 cells, Fluo-4 calcium flux; Mas-related G-protein coupled receptor member X1 (Homo sapiens), Q96LB2; BAM8-22 antagonism; active compounds read low; B-score at 10 µM; 1.3% of 310,000 active;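 active = calcium-response B-score plate-corrected more than 3 library SD below zero, starting fluorescence within 5 deviations, no agonist response on first addition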;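 also: peak minus trough fluorescence over baseline after final BAM8-22 challenge near maximal dose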
Numbers without * were called inactive; i = inactive; . = not tested or not shown.

SMILES	MrgX1 PAM	MrgX1 ag	TRPC6 act	TRPC6 inhibitor	ANO1 activ	ANO1 block	HDAC3 inh	RGS4 pot	RGS4 inh	SKKanGAS inh	MrgX1 antagonist
O=S(=O)(N[C@H]1C[C@@H](NS(=O)(=O)OCC(Cl)(Cl)Cl)C2CCCCC21)OCC(Cl)(Cl)Cl (stereo partly drawn)	i	i	i	i	i	i	2	i	i	93*	i
CCSC1=C(C#N)C(c2ccccc2Cl)CC(=O)N1 (stereo not drawn)	i	i	i	i	i	i	-3	i	i	2	i
COc1ccc(OC)c(/C=N/NC(=O)CC(=O)NC2CCCCC2)c1	i	i	i	i	i	i	-47	i	i	-2	i
NNC(=O)CN1CCN(c2ncc(C(F)(F)F)cc2Cl)CC1	i	i	i	i	i	i	-4	i	i	-3	i
COc1ccc(F)cc1C(=O)C1CCCN(Cc2c[nH]c3ccccc23)C1 (stereo not drawn)	i	i	i	i	i	i	-1	i	i	-4	i
Cc1nn(C)cc1CNC(=O)C1(C)CC1(Cl)Cl (stereo not drawn)	i	i	i	i	i	i	-2	i	i	-4	i
CCC1CCCCN1CCNC(=O)CCS(=O)(=O)c1ccc(Br)cc1 (stereo not drawn)	i	i	i	i	i	i	0	i	i	-1	i
COC(CNC(=O)c1ccc2c3c(onc13)-c1ccccc1C2=O)OC	i	i	i	i	i	i	7	i	i	18	i
O=C(Nc1cccc(Oc2ccc3c(c2)C(=O)NC3=O)c1)c1cccs1	i	i	i	i	i	i	1	i	i	10	i
CC(C(=O)NC(=O)NC1CCCCC1)N1CCN(c2ccccn2)CC1 (stereo not drawn)	i	i	i	i	i	i	5	i	i	8	i
O=C(Nc1ccccc1N1CCCCC1)c1ccc(F)cc1	i	i	i	i	i	i	3	i	i	5	i
Cc1cc(NC(=O)NC(=O)c2ccccc2F)no1	i	i	i	i	i	i	3	i	i	33	i
CC1Cc2cc(/C(O)=C3/C(=O)C(=O)N(CCN4CCOCC4)C3c3ccc(N(C)C)cc3)ccc2O1 (stereo not drawn)	i	i	i	i	i	i	11	i	i	2	i
Cc1ccc(-n2c(=O)c3sccc3n(CC(=O)NCC3CCCO3)c2=O)cc1F (stereo not drawn)	i	i	i	i	i	i	12	i	i	-2	i
CC1SC(c2ccccc2Cl)NC1=O (stereo not drawn)	i	i	i	i	i	i	-6	i	i	-3	i
Cc1ccc(NC(=O)CCCc2c[nH]c3ccccc23)nc1	i	i	i	i	i	i	1	i	i	1	i
CCS(=O)(=O)n1nc(-c2cccnc2)nc1NCc1ccc(F)cc1	i	i	i	i	i	i	-4	i	i	-4	i
O=C(c1ccco1)N1CCN(C(=O)c2cc(Cl)nc3ccccc23)CC1	i	i	i	i	i	i	0	i	i	15	i
CC(C)Cc1cc(-c2ccco2)c(C#N)c(N)n1	i	i	i	i	i	i	-6	i	i	13	i
Cc1noc(/C=C/N(C)C)c1S(=O)(=O)N1CCCC(C(=O)NCc2ccco2)C1 (stereo not drawn)	i	i	i	i	i	i	11	i	i	-3	i
CCC(=O)Nc1ccc(S(=O)(=O)N2CCC(c3nc4ccccc4[nH]3)CC2)cc1	i	i	i	i	i	i	3	i	i	4	i
Cc1ccccc1C(=O)NC(=S)NC1CCS(=O)(=O)C1 (stereo not drawn)	i	i	i	i	i	i	3	i	i	31	i
Cc1ccc(/C=N/NC(=O)Cc2c(F)cccc2Cl)s1	i	i	i	i	i	i	4	i	i	4	i
O=C(CSc1nccn1Cc1ccccc1)NC1CCCC1	i	i	i	i	i	i	.	i	i	1	i
CCOC(=O)c1cn(CC)c2ccc(Br)cc2c1=O	i	i	i	-6*	i	i	5	i	i	-16	i
O=C(Cc1coc2ccc3ccccc3c12)N1CCCC1	i	i	i	i	i	i	4	i	i	-2	i
Clc1ccc(-n2c(SC/C=C/c3ccccc3)nnc2-c2cccnc2)cc1	i	i	i	i	i	i	3	i	i	-7	i
Cc1cccc(-c2nnc3n2N=C(c2ccccc2Br)CS3)c1	i	i	i	i	i	i	9	i	i	7	i
CC(C)CNc1nc(Oc2ccc(=O)[nH]n2)nc(N(C)C)n1	i	i	i	i	i	i	2	i	i	-5	i
CCC(=O)Nc1nnc(S(=O)(=O)N2CCCC2)s1	i	i	i	i	i	i	0	i	i	-2	i
CCc1ccc(NC(=O)CC2C(=O)NCCN2C(=O)c2ccc(F)cc2)cc1 (stereo not drawn)	i	i	i	i	i	i	-1	i	i	-4	i
CC(=O)c1cccc(NC(=O)N2CCC(c3ccc(C)cc3)C2)c1 (stereo not drawn)	i	i	i	i	i	i	-1	i	i	-7	i
CN(C)c1cc[n+](/C(C(=S)Nc2ccc(SC(F)F)cc2)=C(/[O-])c2ccccc2)cc1	i	i	i	i	i	i	1	i	i	-9	i
N#C/C(=C(/O)COc1cccc2ccccc12)c1nc2ccccc2[nH]1	i	i	i	i	i	i	-6	i	i	7	i
COCC(C)NC(=O)C1c2ccccc2Oc2ccccc21 (stereo not drawn)	i	i	i	i	i	i	1	i	i	-1	i
CCOC(=O)N1CCN(C(=O)CN(Cc2ccc(Cl)cc2)S(=O)(=O)c2ccccc2)CC1	i	i	i	i	i	i	-2	i	i	2	i
COc1ccc(C2CC(c3ccc(F)cc3)Nc3nc(N)nn32)cc1 (stereo not drawn)	i	i	i	i	i	i	-1	i	i	-2	i
COc1cc(NC(=O)CN(C)C2CCCCC2)c(C)cc1[N+](=O)[O-]	i	i	i	i	i	i	-4	i	i	-2	-5.2*
O=C(O)COCC(=O)N1CCCN(c2ccc(C(F)(F)F)cn2)CC1	i	i	i	i	i	i	-5	i	i	4	i
NC(=O)c1nsc(C(=O)N(c2cccc(O)c2)C(C(=O)NC2CCCC2)c2ccc(Cl)cc2)c1N (stereo not drawn)	i	i	i	i	i	i	7	i	i	6	i
Cc1cccc(NS(=O)(=O)c2cccc(C(=O)NCC(c3ccco3)N3CCCCC3)c2)c1 (stereo not drawn)	i	i	i	i	i	i	-2	i	i	-2	i
Cc1cccc(NC(=O)C2CCN(C(=O)[C@@H]3Cc4ccccc4CN3)CC2)c1	i	i	i	i	i	i	1	i	i	-3	i
O=C(Cn1cc2c(n1)CCCCC2)N1CCc2ccccc21	i	i	i	i	i	i	2	i	i	-2	i
O=C(NCCn1ccc2ccccc21)c1ccc(S(=O)(=O)N2CCOCC2)cc1	i	i	i	i	i	i	.	i	i	-7	i
Cc1oc(C(C)(C)C)cc1C(=O)N1CCCC1C(=O)O (stereo not drawn)	i	i	i	i	i	i	-5	i	i	-8	i
COc1ccc(Cl)cc1NC(=O)CSc1nnc(C2CC2)n1C	i	i	i	i	i	i	-7	i	i	1	i
COc1cccc(NC(=O)CSc2nnc(-c3cc(C)n(-c4ccccc4)c3C)o2)c1	i	i	i	i	i	i	5	i	i	24	i
CC(=O)c1ccc(OCCCC(=O)NC2CCC(C)CC2)cc1 (stereo not drawn)	i	i	i	i	i	i	-1	i	i	-4	i
O=C(Nc1ccccc1Br)c1ccc(OC(=S)N2CCOCC2)cc1	i	i	i	i	i	i	1	i	i	0	i
Cc1nc(=O)c(-c2ccccc2)c(C)n1-c1ccc(C(=O)O)cc1	i	i	i	i	i	i	1	i	i	-4	-4.9*
Continuation:
SMILES	MrgX1 PAM	MrgX1 ag	TRPC6 act	TRPC6 inhibitor	ANO1 activ	ANO1 block	HDAC3 inh	RGS4 pot	RGS4 inh	SKKanGAS inh	MrgX1 antagonist
Cc1cnnn1-c1cccc([N+](=O)[O-])c1	i	i	i	i	i	i	-4	i	i	-3	i
CN(CC(=O)Nc1ccc(C#N)cc1)Cc1ccc(Cl)c(Cl)c1	i	i	i	i	i	i	9	-8.7*	i	8	i
COc1cccc(C(=O)Nc2cc(=O)n(C)c(=O)n2C)c1OC	i	i	i	i	i	i	-4	i	i	-2	i
Cc1nn(C)cc1CNC(=O)c1cnn2c1NC(c1ccc(Br)cc1)CC2C(F)(F)F (stereo not drawn)	i	i	i	i	i	i	9	i	i	0	i
Cn1c(=O)c2c(ncn2CC(O)CO)n(C)c1=O (stereo not drawn)	i	i	i	i	i	i	-1	i	i	-2	i
CNC(=S)N(Cc1ccco1)Cc1cc2cc(OC)c(OC)cc2[nH]c1=O	i	i	i	i	i	i	2	i	i	-1	i
CCn1cc(CNC(=O)NC2CCCCC2)c(C)n1	i	i	i	i	i	i	-2	i	i	4	i
NC1=NC[C@H](Cc2ccccc2)N1CCCCC1CCCCC1	i	i	i	i	i	25*	7	i	i	11	i
CCC(NC(=O)c1cc(COc2ccc(OC)cc2Cl)on1)c1ccncc1 (stereo not drawn)	i	i	i	i	i	i	5	i	i	6	i
Cc1ccc(C)c(S(=O)(=O)NCc2ccc(C(=O)NCc3ccco3)cc2)c1	i	i	i	i	i	i	2	i	i	1	i
CCCCSCCCNC(=O)c1cn(C)c2ccc(S(=O)(=O)N3CCCC3)cc2c1=O	i	i	i	i	i	i	1	i	i	-4	i
O=c1cc(-c2ccc(Cl)cc2)[nH]c2ccccc12	i	i	i	i	.	i	-2	i	i	5	i
CCCCNC(=O)CCCCCn1c(=O)[nH]c2cc(C(=O)OC)ccc2c1=O	14*	i	i	i	i	i	3	i	i	6	i
COc1ccc(S(=O)(=O)Nc2cc(C(=O)NCCC(C)C)ccc2N2CCOCC2)cc1	i	i	i	i	i	i	4	i	i	-2	i
CCn1nc(C)c(CNC(=O)C2CCC(=O)N(Cc3cccc(F)c3)C2)c1C (stereo not drawn)	i	i	i	i	i	i	1	i	i	-6	i
CN1CCN(S(=O)(=O)c2cccc(C(=O)N(Cc3nnc(-c4ccc(Cl)cc4)o3)C3CC3)c2)CC1	i	i	i	i	i	i	-2	i	i	-2	i
